uPA generation – blocks generation of uPA at the cell surface; cell surface uPA generation assay, qHTS; Potency, µM (series often up to 38.3 µM), for inactives: top-dose activity change, negative = inhibition, usual class: inhibitors; hit rate 0.31% among 330,000; active = well fitted inhibition curve with a large enough effect; inconclusive = small, poorly fitted or top-dose-only effect; inactive = no such curve, though single readings can be large or run the other way; tested in mouse RAW 264.7 cells; also: potency is read from the fitted curve at half-maximal effect; % is scaled to controls: 0 for no effect and ±100 for the full control effect; nearly all actives have a fitted effect of over 55% in size
BCR signal inh – chronic active BCR signaling inhibition | ABC-DLBCL IkBa-CBG/CBR reporter, luminescence ratio, 4 h | Potency, µM (highest dose often 46.1 µM), for inactives: at the top dose ratio change, negative = lower green/red ratio, actives largely listed as inhibitors | hit rate 0.05% among 340,000; active = well fitted inhibition curve with a large enough effect in the signal ratio, with a control signal flat, not every such curve was filed as active; inconclusive = small, poorly fitted or top-dose-only effect, or effect the other way, or a change in a side signal; the % refers to the signal ratio;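 also: potency is read from the fitted curve at half-maximal effect; plate controls were basal doxycycline-induced cells for no effect and cells given 10 µM MG132 for full effect; MG132 reads +100%, hits lower the ratio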
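TMD8 human ABC-DLBCL cells with doxycycline-inducible IκBα–green luciferase fusion and unfused red luciferase, in 0.5% FBS medium; compounds up to 46 uM, 4 h at 37C. Green/red luminescence ratio, filter-overlap corrected, fitted to concentration-response curves.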
PTAP TSG101 blk – blocks PTAP/TSG101 interaction to inhibit HIV-1 budding; Fluorescence polarization, FITC-PTAP peptide / Tsg101 binding; Potency, µM (doses to about 115 µM), for inactives: at the highest dose activity change, negative = inhibition, usual class: inhibitors; 340,000 tested, under 10 active; AID 493005; active = well fitted inhibition curve with a large enough effect in the main read-out, with a control signal flat, not every such curve was filed as active; inconclusive = small, poorly fitted or top-dose-only effect, or effect the other way, or a change in a side signal; inactive = no such curve, though single readings can be large or run the other way; also: potency is read from the fitted curve at half-maximal effect; % of control where 0% means no effect
Target sequence (Q99816 whole entry, looked up): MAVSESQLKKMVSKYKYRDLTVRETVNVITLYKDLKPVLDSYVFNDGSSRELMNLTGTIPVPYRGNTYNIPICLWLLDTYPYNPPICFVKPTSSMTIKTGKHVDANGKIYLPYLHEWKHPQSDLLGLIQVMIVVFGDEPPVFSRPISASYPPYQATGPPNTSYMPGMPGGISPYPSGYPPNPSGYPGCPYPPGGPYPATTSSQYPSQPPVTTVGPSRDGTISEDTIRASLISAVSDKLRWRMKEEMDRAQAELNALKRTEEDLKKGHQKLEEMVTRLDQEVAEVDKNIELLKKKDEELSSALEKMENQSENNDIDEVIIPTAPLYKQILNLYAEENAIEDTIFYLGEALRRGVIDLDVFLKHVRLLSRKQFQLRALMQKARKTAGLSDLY
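Steps: Tsg101 binding domain dispensed (10 uM final), compounds pinned in DMSO, FITC-labeled PTAP-motif peptide added (50 nM final); after 20 min binding at room temperature, polarization measured.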
TCR activator – activates T cell receptor signaling; primary human leukocytes, anti-CD3, IL-2 HTRF, 48 h; Potency, µM (series often up to 9.22 µM), without a hit: at the top dose activation of IL-2 secretion, hits mostly activators; 330,000 tested, under 10 active; also: % of control where 0% means no effect
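Primary human leukocytes were stimulated with a-CD3 beads plus compounds for 48 hr without co-stimulation; secreted IL-2 was quantified by HTRF using a-IL-2-K (europium cryptate) and a-IL-2-d2, excited at 320nm with acceptor emission read at 665nm.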
Tb PFK inh – T. brucei PFK enzyme inhibition. O15648. T. brucei PFK, ADP-Glo luminescence. Potency, µM (doses to about 57.5 µM), without a hit: top-dose activity, negative = inhibition, most hits filed as inhibitors. hit rate 0.17% among 330,000. AID 485367;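 also: potency is read from the fitted curve at half-maximal effect; 0% = uninhibited 1x PFK enzyme wells and -100% = no-enzyme wells; nearly all actives have a fitted effect of over 60% in size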
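Luminescent ADP detection (ADP-Glo, two-step: ATP depletion then ADP-to-ATP conversion for luciferase) reported PFK activity after 45 min room-temperature reaction of 1.25 nM enzyme with 0.5 mM F6P and 0.1 mM ATP at pH 8.0.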
ELG1 DNA repair – inhibitors of ELG1-dependent DNA repair in HEK293T cells | HEK293T ELG1-luciferase reporter, luminescence, 16 h; DNA damage induced by 5-fluorouridine | Potency, µM (series often up to 46.1 µM), for the others: top-dose activity change, negative = inhibition, hits mostly inhibitors | hit rate 2.3% among 330,000 | AID 504467; also: potency is read from the fitted curve at half-maximal effect; % is scaled to controls: 0 for no effect and ±100 for the full control effect; nearly all actives have a fitted effect of over 55% in size
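Cells (2,000 per well) received 5-fluorouridine plus test compound or DMSO and were incubated 16 hr at 37 °C, 5% CO2. Luciferase activity was read by luminescence 30 min after ONE-Glo addition; signal suppression marked inhibition of damage-induced ELG1 function.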
USP2a block – blocks human ubiquitin-specific protease USP2a; USP2 core, Ub-CHOP2 coupled fluorogenic reporter, 485/531; Potency, µM (doses to about 38.3 µM), inactives show at the top dose activity change, negative = inhibition, hits mostly inhibitors; hit rate 0.01% among 330,000;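 also: potency is read from the fitted curve at half-maximal effect; plate controls were DMSO wells for no effect and full inhibition by NEM control for full effect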
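USP2 core (10nM final) preincubated 30min RT with compound in 20mM Tris-HCl pH 8.0, 2mM CaCl2, 2mM beta-mercaptoethanol, 0.05% CHAPS; 25nM Ub-CHOP2 plus 25nM reporter substrate added, fluorescence (Ex485/Em531) read after 60min.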
Eya2 phos inh – blocks the phosphatase activity of human Eya2. O00167. hit rate 0.006% among 330,000. Potency, µM (top dose mostly 76.9 µM), without a hit: at the highest dose activity, negative = inhibition, hits mostly inhibitors. recombinant Eya2, OMFP fluorescence dephosphorylation (OMFP is methylfluorescein phosphate); also: potency is read from the fitted curve at half-maximal effect; % is scaled to controls: 0 for no effect and ±100 for the full control effect
Target sequence (O00167 whole entry, looked up): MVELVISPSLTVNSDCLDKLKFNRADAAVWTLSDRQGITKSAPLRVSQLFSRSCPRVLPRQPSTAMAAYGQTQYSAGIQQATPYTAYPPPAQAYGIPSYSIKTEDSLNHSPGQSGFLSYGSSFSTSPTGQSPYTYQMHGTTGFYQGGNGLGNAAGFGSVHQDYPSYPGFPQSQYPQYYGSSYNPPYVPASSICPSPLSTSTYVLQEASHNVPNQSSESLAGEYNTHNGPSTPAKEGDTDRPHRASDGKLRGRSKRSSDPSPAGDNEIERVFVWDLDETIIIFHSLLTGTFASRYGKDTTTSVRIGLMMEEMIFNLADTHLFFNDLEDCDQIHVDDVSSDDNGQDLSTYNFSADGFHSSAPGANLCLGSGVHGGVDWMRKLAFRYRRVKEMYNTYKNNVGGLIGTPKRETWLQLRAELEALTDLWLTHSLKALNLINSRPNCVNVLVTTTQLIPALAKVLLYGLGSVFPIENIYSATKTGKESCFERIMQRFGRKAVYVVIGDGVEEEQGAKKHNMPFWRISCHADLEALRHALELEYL
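Eya2 protein (added as 0.2 uM solution) was preincubated with compound for 10 min at ambient temperature in 50 mM HEPES pH 7.5, 50 mM NaCl, 5 uM MgCl2, 0.05% BSA, 1 mM DTT. OMFP (added at 50 uM) then reacted 10 min; fluorescence read at 485/525 nm.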
TSHR antag – human thyrotropin receptor antagonism | hit rate 0.2% among 330,000 | TSHR-expressing cells, TSH-stimulated cAMP HTRF, 2 h; active compounds read low | activity change, negative = inhibition, % at 11.5 µM | AID 504810;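 active = activity change below a set negative limit, meaning inhibition stronger than a set level, cut at about -70% in these data; inconclusive = activity change between two set negative limits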; also: % is scaled to controls: 0 for no effect and ±100 for the full control effect
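Read-out is FRET at 665 nm (cryptate excitation 337 nm) from a cryptate-tagged anti-cAMP antibody, competed by cell cAMP against cAMP-d2. Compounds are tested on freshly harvested TSHR cells challenged with 4nM TSH (EC80) for 2 hours at 37 deg C.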
B2AR arrestin – recruits beta-arrestin to the human beta2-adrenergic receptor; P07550; beta-arrestin recruitment to beta2AR, cell-based reporter; Potency, µM (titrated, usually from 46.1 µM), for the others: top-dose activation, hits mostly activators; hit rate 0.02% among 330,000; AID 492947;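 also: potency is read from the fitted curve at half-maximal effect; 0% = DMSO controls and full agonism = EC100 isoproterenol or metaproterenol; nearly all actives have a fitted effect of over 65% in size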
Mito fusion act – blocks mitochondrial division or promotes mitochondrial fusion; S. cerevisiae fusion-defective mutant growth rescue, CellTiterGlo 48 h; Potency, µM (series often up to 46.1 µM), inactives show at the top dose growth rescue (activation), actives largely listed as activators; hit rate 0.23% among 320,000;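 also: potency is read from the fitted curve at half-maximal effect; % of control where 0% means no effect; nearly all actives have a fitted effect of over 45% in size; temperature-sensitive fusion mutants such as fzo1-1 at 37 °C on non-fermentable ethanol glycerol medium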
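Luminescent cell viability in 1536-well qHTS format served as the measure of rescued growth in ts fusion-mutant S. cerevisiae cultured on non-fermentable YPEG for 48 hours at 37C.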
Numbers without * were called inactive; ? = inconclusive; · = no result given; [ ] = dose if it differs, or a comment. Unless noted, calls follow the shape of the dose curve; as a rule, active = well fitted curve in the direction sought with a large enough effect; inconclusive = small, poorly fitted or top-dose-only effect, or another doubt; inactive = no such curve, though single readings can be large; an effect the other way counts as inactive or inconclusive. Hits appear at their usual frequency. Share with any hit: about 3%.

SMILES	uPA generation	BCR signal inh	PTAP TSG101 blk	TCR activator	Tb PFK inh	ELG1 DNA repair	USP2a block	Eya2 phos inh	TSHR antag	B2AR arrestin	Mito fusion act
COC(=O)N1CCN(S(=O)(=O)c2ccc(F)cc2)CC1	·	-3%	-6%	2%[46.1 µM]	-3%	-1%	-1%	4%	4	-0.2%	-2%
CN(C)S(=O)(=O)c1cccc(NC(=O)CCCc2nc3ccccc3c(=O)[nH]2)c1	-3%	?	1%	-10%	6%	9%	1%	-18%	-1	-0.3%	-2%
COc1cccc(Oc2nc3ncn(Cc4ccccc4)c3c(=O)n2C)c1	3%	6%	-3%	3%	0%	1%	-1%	-34%	0	-0.6%	-1%
Cc1ccc(OC(=O)c2ccc(S(=O)(=O)N(C)C)cc2)c(-n2nc3ccccc3n2)c1	·	10%	-3%	6%	-2%	?	1%	3%	-2	0.1%	2%
O=C(c1ccc(COc2ccccc2Br)cc1)N1CCCCC1	-3%	?	-3%	-4%	-2%	-10%	1%	-25%	-19	-0.8%	6%
COc1ccc(/C=C/C(=O)NCc2ccccn2)cc1	-4%	-1%	0%	-1%[46.1 µM]	1%	?	1%	-3%	4	-0.1%	-6%
O=S(=O)(c1ccc(OCC2CO2)cc1)c1ccc(OCC2CO2)cc1 (stereo unspecified)	5.6µM*	?	-4%	3%	-4%	7%	6%	6%	8	0.4%	-4%
O=S(=O)(c1cccc(C(F)(F)F)c1)N1CCN(c2ccccc2)CC1	·	-1%	0%	1%	1%	0%	1%	14%	-7	-0.1%	-2%
CCc1ccc(-c2nc(CSCC(=O)N3CCN(c4ccccn4)CC3)c(C)o2)cc1	-13%	?	-6%	-5%	-3%	?	-7%	-7%	-35	-0.6%	5%
O=C(COc1ccc(OCc2ccccc2)cc1)NC1CCOC1=O (stereo unspecified)	1%	13%	2%	2%	-4%	?	3%	7%	2	-0.3%	1%
CS(=O)(=O)c1ccccc1C(=O)Nc1cc2c(cc1C(=O)O)OCCCO2	0%	?	-8%	-3%	-2%	-7%	1%	1%	4	0.3%	6%
Cc1ccc(CN2CCC(n3nccc3NC(=O)CCCc3ccccc3)CC2)o1	5%	?	6%	-1%	-10%	?	1%	6%	-4	-0.2%	-2%
O=C(NC1CCCCC1)C(c1ccc(F)cc1)N(C(=O)c1csnn1)C1CCCC1 (stereo unspecified)	2%	?	0%	1%	6%	3%	-1%	-25%	-15	-0.1%	29%
Cc1ccc(S(=O)(=O)N2CCN(C(=O)c3ccc4ccccc4n3)CC2)c(C)c1	5%	?	-2%	3%	5%	?	-12%	5%	-17	0.6%	13%
O=C(NCCCO)NC12CC3CC(CC(C3)C1)C2	·	-1%	-7%	0%	-2%	?	-1%	-3%	28	0.0%	-2%
COc1cccc(C(=O)NCCS(=O)(=O)N2CCCC2)c1	2%	?	-1%	-1%	0%	?	-1%	-23%	5	-0.1%	-12%
CCN(CC)S(=O)(=O)c1cc(C(=O)O)c(Cl)cc1Cl	-4%	-1%	-4%	5%	2%	-7%	1%	10%	-1	0.0%	-4%
CCOC(=O)C1=C(COC(=O)C2(C)CC2(Cl)Cl)NC(=O)NC1c1ccc(OC)cc1 (stereo unspecified)	-1%	2%	-1%	-1%	5%	-3%	2%	-5%	-8	-0.6%	8%
O=C(Nc1cc(S(=O)(=O)N2CCOCC2)ccc1N1CCOCC1)c1ccccc1[N+](=O)[O-]	1%	?	-9%	12%	1%	0%	6%	-25%	·	0.1%	·
Nc1c(S(=O)(=O)c2cc(Cl)ccc2Cl)c2nc3ccccc3nc2n1CCN1CCOCC1	·	?	-1%	-3%	0%	?	-1%	13%	-12	0.3%	?
CCOC(=O)c1c(NC(=O)c2ccc(Br)o2)sc(C)c1CC	8%	3%	-3%	-5%	-4%	-17%	2%	-7%	-31	0.2%	17%
Cc1ccccc1CC(=O)NCc1cccnc1	-2%	5%	-5%	·	-3%	-2%	1%	-1%	2	-0.6%	0%
CCC(C(=O)NCC1CCCO1)N(Cc1ccc(F)cc1)C(=O)CNS(=O)(=O)c1ccccc1 (stereo unspecified)	2%	0%	-3%	10%	-1%	7%	1%	12%	0	-0.6%	5%
CCCCn1c(N)c(N(CCOC)C(=O)C2CCN(C(=O)c3ccc(F)cc3)CC2)c(=O)[nH]c1=O	10%	?	0%	-17%	1%	0%	0%	-4%	-49	-0.8%	-4%
CCn1cc(C(=O)NCCC(=O)OC)c(=O)c2cc3c(cc21)OCO3	8%	7%	2%	2%	-5%	3%	0%	11%	-1	-0.3%	0%
COC(c1ccccc1)c1nnc(CCC(=O)N(C)C(C2CC2)C2CC2)o1 (stereo unspecified)	-2%	?	-1%	-1%	-4%	?	1%	2%	-12	-1.1%	1%
O=C(CN1CCC(NC(=O)C2CCCCC2)CC1)NCc1ccco1	-3%	1%	-1%	4%	3%	13%	-2%	-2%	7	0.2%	4%
COC(=O)Cc1nnc(Nc2cccc(C)c2)c2ccccc12	10%	-4%	-2%	-1%	0%	?	1%	1%	3	3.3%	-2%
Cc1cc2cc(CNC(=S)NC3CCCCC3)ccc2n1C	14%	-12%	-1%	-5%	0%	?	1%	-7%	-4	0.0%	-3%
Cn1c(=O)[nH]c2nc[nH]c2c1=O	27%	?	1%	5%	-8%	3%	1%	6%	-1	0.0%	-5%
CCC1(C(=O)c2ccccc2)C(c2cccc([N+](=O)[O-])c2)C1(C(=O)OC)C(=O)OC (stereo unspecified)	-3%	?	-1%	1%[46.1 µM]	7%	?	2%	-9%	9	-0.2%	16%
O=c1c(=NNc2ccccc2Cl)c(=O)c2ccccc12	2%	?	14%	0%	3%	?	0%	-4%	-8	0.0%	0%
COc1ccc(C(C(=O)NC2CCCCC2)N(C(=O)CCl)c2ccc(C)cc2)cc1 (stereo unspecified)	-16%	0%	3%	0%[46.1 µM]	0%	?	-2%	-10%	15	0.1%	3%
O=C(COC(=O)/C=C/c1ccc(OC(F)F)cc1)NCc1cccs1	4%	?	-3%	-2%[46.1 µM]	9%	5%	5%	13%	-4	-0.6%	-3%
Cc1cccc(CNC(=O)c2cc(S(=O)(=O)N3CCOCC3)cn2C)c1	4%	-14%	0%	-3%	3%	19%	0%	11%	-1	-1.1%	-5%
CC(=O)c1c(C)nn(CC(O)Cn2c3c(c4cc(C)ccc42)CCCC3=O)c1C (stereo unspecified)	2%	0%	0%	-39%	2%	?	2%	-1%	-9	-0.9%	-7%
Cc1ccc(CNC(=O)COC(=O)C2CCN(S(=O)(=O)c3cccs3)CC2)cc1	2%	0%	2%	-6%	-3%	5%	1%	-7%	4	0.4%	6%
O=C(c1ccccc1)N1CN2CN(C(=O)c3ccccc3)CC([N+](=O)[O-])(C2)C1	1%	-3%	-2%	3%[46.1 µM]	0%	0%	5%	-12%	0	0.0%	-3%
CC(C)Oc1ccc(C(=O)OCC(=O)NCCNC(=O)COC(=O)c2ccc(OC(C)C)cc2)cc1	0%	0%	-5%	5%	2%	?	0%	9%	5	0.1%	4%
CN(C)CCCNc1ccc(-c2nn(C)c(=O)c3ccccc23)cc1[N+](=O)[O-]	-1%	?	-4%	4%	0%	-18%	-1%	1%	-4	0.0%	-2%
CN(CCc1ccccc1)C1CCCN(S(=O)(=O)CC(F)(F)F)C1 (stereo unspecified)	-2%	3%	-12%	-1%	1%	0%	0%	1%	8	-0.9%	-2%
C[C@@H]1CN(c2c(F)c(F)c3c(=O)c(C(=O)O)cn(C4CC4)c3c2F)C[C@H](C)N1	-19%	-1%	1%	-1%	-3%	7%	1%	15%	7	-0.2%	-3%
CC(=O)NCC(=O)N1CCCC(C(=O)c2ccc(Oc3ccccc3)cc2)C1 (stereo unspecified)	0%	0%	-7%	1%	3%	12%	0%	-2%	-9	-0.5%	2%
CCC1(C(=O)OC)CCc2c(cc(OC)c3ccccc23)C1=O (stereo unspecified)	-9%	12%	-3%	5%	0%	?	-8%	13%	31	-0.8%	19%
COc1ccc(-n2cc(-c3ccccc3)c3c(N4CCN(CCO)CC4)ncnc32)cc1	·	?	-10%	2%	6%	?	-6%	-17%	-4	0.1%	0%
FC(F)(F)c1cccc(Oc2nc(-c3ccccc3)nnc2C(F)(F)F)c1	0%	?	-7%	-2%	-22%	?	-2%	-13%	31	-1.0%	5%

Compound activity as filed in PubChem.
